Rpn11 inh: blocks the human proteasome subunit Rpn11 | O00487 | human 26S proteasome, Ub4-pepOG fluorescence polarization; 20S core pre-blocked with epoxomicin | calls only at 20 µM | 360,000 tested, 0.59% active | AID 588493;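 active = inhibition at 20 µM, scaled to each plate's controls, above about 33%, limit read from the data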
Target sequence (O00487 whole entry, looked up): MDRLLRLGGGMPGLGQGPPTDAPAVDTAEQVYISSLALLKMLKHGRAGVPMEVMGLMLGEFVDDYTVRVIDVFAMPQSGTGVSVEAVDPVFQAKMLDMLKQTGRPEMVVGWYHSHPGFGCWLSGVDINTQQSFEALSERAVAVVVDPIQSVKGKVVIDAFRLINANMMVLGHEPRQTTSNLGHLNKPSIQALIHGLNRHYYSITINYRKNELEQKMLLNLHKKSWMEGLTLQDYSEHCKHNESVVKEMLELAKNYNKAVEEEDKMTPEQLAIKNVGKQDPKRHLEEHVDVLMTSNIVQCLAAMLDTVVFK
Scp-1 inhibitor: inhibitors of human Scp-1 phosphatase | Q9GZU7 | 340,000 tested, 0.88% active | inhibition, % at 20 µM | AID 493091 | Recombinant Scp1, phosphopeptide, malachite green phosphate absorbance;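 active = inhibition above about 50% at 20 µM, limit read from the data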;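 note: plate controls were DMSO wells with enzyme for no effect and wells lacking enzyme for full effect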
Target sequence (Q9GZU7 76-261 limits assumed): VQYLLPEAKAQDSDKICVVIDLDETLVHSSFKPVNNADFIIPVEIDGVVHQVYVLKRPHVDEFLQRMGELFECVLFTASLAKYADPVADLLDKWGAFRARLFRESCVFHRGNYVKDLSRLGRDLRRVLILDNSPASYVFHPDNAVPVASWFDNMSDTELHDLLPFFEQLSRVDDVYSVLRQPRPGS
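System: SCP-1 catalytic domain; Reagent: Phospho 17-mer peptide substrate; Doses: one concentration, 20 µM, with 1.0% DMSO; Incubation: 45 min room-temperature reaction, 5 min colour, 30 min stabiliser; Signal: Phosphate-binding colour reagent, absorbance read at 630 nm.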
NadD inh: NadD (S. aureus) enzyme inhibition; purified NadD enzyme, colorimetric absorbance read-out; inhibition, % at 20 µM; 360,000 tested, 0.78% active; in the data active = inhibition above about 26%; note: some compounds past the cut are filed as inactive
STEP inh: blocks human striatal-enriched tyrosine phosphatase. 360,000 tested, 0.25% active. inhibition, % at 20 µM. AID 588621. recombinant STEP, OMFP fluorogenic substrate, fluorescence;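 active = inhibition at 20 µM, scaled per plate between control wells, above about 37%, limit read from the data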;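 note: 0% = DMSO with enzyme and substrate and 100% = substrate only without enzyme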
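Assay system: isolated STEP enzyme / Timing: 20 min at room temperature, dark / Doses: 20 µM, 1% DMSO / Technique: fluorescence intensity, excitation 480 nm, emission 540 nm / Reagent: fluorogenic phosphatase substrate OMFP at 25 µM final / Measure: percent inhibition scaled to no-enzyme and uninhibited-enzyme controls, plate-pattern corrected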
Neddyl block: cullin neddylation inhibition. calls only at 25 µM. TR-FRET cullin neddylation, biochemical. 360,000 tested, 0.58% active. AID 651699. P61081+Q13564; in the data active = inhibition above about 36%
CSN deneddyl inh: inhibitors of human CSN-mediated cullin deneddylation. inhibition, % at 12.5 µM. AID 651999. 360,000 tested, 0.38% active. Q92905. Purified CSN, SCF-Nedd8-OG deneddylation, fluorescence polarization;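 active = pattern-corrected inhibition above about 35%, with an unprinted fluorescence ratio check between 0.5 and 1.5, limit read from the data, passing the limit was not always enough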;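 note: 0% = enzyme with substrate and 100% = substrate without enzyme; some results filed as inactive read as strong as hits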
Target sequence (Q92905 whole entry, looked up, one chain of several): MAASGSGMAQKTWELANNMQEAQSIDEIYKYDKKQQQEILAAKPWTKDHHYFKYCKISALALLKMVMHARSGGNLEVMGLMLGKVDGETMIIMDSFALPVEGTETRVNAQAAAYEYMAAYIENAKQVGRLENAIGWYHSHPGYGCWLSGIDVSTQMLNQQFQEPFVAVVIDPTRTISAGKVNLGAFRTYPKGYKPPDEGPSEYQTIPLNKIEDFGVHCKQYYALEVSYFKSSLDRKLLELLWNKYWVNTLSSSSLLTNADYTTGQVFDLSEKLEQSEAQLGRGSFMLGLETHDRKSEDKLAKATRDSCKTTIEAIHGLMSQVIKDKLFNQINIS
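Test system: Human Csn5 produced in HEK293T cells | Compound: 12.5 µM single point | Times: 90 min, room temperature | Signal: Fluorescence polarization readout | Read-out basis: % inhibition of substrate cleavage by Csn5 | Controls: no-enzyme wells high, enzyme-with-substrate wells low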
SUMO1 PPI mod: modulators of human SUMO1-mediated protein-protein interactions; P63165; SUMO1 binding to a labelled peptide, TR-FRET, 1 h; inhibition, % at 20 µM; 360,000 tested, 0.33% active; in the data active = inhibition above about 37%
Target sequence (P63165 whole entry, looked up): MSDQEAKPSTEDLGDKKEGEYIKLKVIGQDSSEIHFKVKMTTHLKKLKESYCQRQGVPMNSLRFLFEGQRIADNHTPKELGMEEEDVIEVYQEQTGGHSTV
LMPTP block: blocks human LMPTP phosphatase | inhibition, % at 20 µM | P24666 | AID 651560 | recombinant LMPTP-A, OMFP fluorogenic substrate, fluorescence intensity | 360,000 tested, 0.22% active;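 active = compounds that cut the enzyme signal by at least half of the control window in the single-dose screen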;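 note: plate controls were DMSO wells with enzyme plus substrate for no effect and substrate without enzyme for full effect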
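Test system: LMPTP-A, protein tyrosine phosphatase of low molecular weight; Input: 0.625 nM enzyme; Incubation: 50 min dark incubation at room temperature; Signal: endpoint fluorescence intensity from OMFP dephosphorylation; Read-out basis: % inhibition versus control wells.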
Rin1-Abl PPI inh: human Rin1-Abl interaction inhibition. inhibition, % at 7.35 µM. P00519+Q13671. AID 588664. TR-FRET Rin1/Abl binding, biochemical. 360,000 tested, 0.4% active; in the data active = inhibition above about 5%, passing the limit was not always enough
DNMT1 inh: DNMT1 (human) enzyme inhibition; P26358; DNMT1 molecular beacon, Hinp1I cleavage, fluorescence; inhibition (reported as % activation of signal), % at 10 µM; 360,000 tested, 0.83% active; AID 588458; in the data active = inhibition above about 50%
An asterisk follows results filed as active; i = inactive; x = not tested or not shown.

No.	molecule	Rpn11 inh	Scp-1 inhibitor	NadD inh	STEP inh	Neddyl block	CSN deneddyl inh	SUMO1 PPI mod	LMPTP block	Rin1-Abl PPI inh	DNMT1 inh
1	Cc1ccc(C)c(S(=O)(=O)N2CCCC2CNC(=O)C(=O)NC2CCCC2)c1 (stereo not given)	i	1	-3	1	i	-3	0	1.7	5	0
2	O=S(=O)(Nc1cccnc1Cl)c1ccc(F)cc1	i	-4	6	-3	i	0	-5	-0.4	4	-2
3	Cc1cccc(NC(=S)NCC(c2cccnc2)N(C)C)c1 (stereo not given)	i	-6	-2	-3	i	-7	-1	-3.5	1	4
4	O=S(=O)(c1ccccc1F)N1CCN(CC(O)c2ccccc2)CC1 (stereo not given)	i	-1	-6	1	i	-1	4	-0.6	2	3
5	O=C(NCC1CCCO1)c1cc2ccccc2oc1=O (stereo not given)	i	-13	-2	-1	i	4	-15	-1.1	-1	1
6	COc1cc2c(cc1OC)C(Cc1ccccc1[N+](=O)[O-])=NCC2	i	-3	5	2	i	3	-11	1.1	2	-18
7	O=C(OCC(=O)C12CC3CC(CC(C3)C1)C2)c1ccccn1	i	7	1	-2	i	3	4	-0.5	-2	-1
8	COC(=O)c1cc(NC(=O)c2cccnc2)ccc1N1CCOCC1	i	-9	-2	0	i	-6	4	-0.9	-3	0

Compounds from the list above that have fluorine, in the order listed:
No.	molecule	Rpn11 inh	Scp-1 inhibitor	NadD inh	STEP inh	Neddyl block	CSN deneddyl inh	SUMO1 PPI mod	LMPTP block	Rin1-Abl PPI inh	DNMT1 inh
2	O=S(=O)(Nc1cccnc1Cl)c1ccc(F)cc1	i	-4	6	-3	i	0	-5	-0.4	4	-2
4	O=S(=O)(c1ccccc1F)N1CCN(CC(O)c2ccccc2)CC1 (stereo not given)	i	-1	-6	1	i	-1	4	-0.6	2	3

(further entries)
No.	molecule	Rpn11 inh	Scp-1 inhibitor	NadD inh	STEP inh	Neddyl block	CSN deneddyl inh	SUMO1 PPI mod	LMPTP block	Rin1-Abl PPI inh	DNMT1 inh
9	c1ccc2c(c1)[nH]c1nc(SCCN3CCOCC3)nnc12	i	0	-2	1	i	-1	-3	2.8	-8	-3
10	O=C(NCCc1c[nH]c2ccccc12)OCCCCOC(=O)NCCc1c[nH]c2ccccc12	i	-9	-15	-2	i	4	8	3.8	0	-23
11	Cc1ccc(C(=O)N2CCN(C)CC2)cc1[N+](=O)[O-]	i	-5	8	2	i	-5	1	-2.1	-3	2
12	CCc1nccn1CCC(=O)N1CCCC(N2CCN(c3ccccc3C)CC2)C1 (stereo not given)	i	4	-4	-4	i	-2	2	1.0	1	0
13	O=C(O)/C=C\c1cccc(-n2cnnn2)c1	i	3	-4	-6	i	-1	-1	-2.2	-1	0
14	O=C1C2ON(c3ccccc3)C(c3ccccc3F)C2C(=O)N1c1ccccc1 (stereo not given)	i	-16	-1	0	i	0	2	1.3	-1	-4
15	O=C(N/N=C\c1cccs1)c1ccccc1-n1cccc1	i	-8	-4	0	i	4	-5	-1.2	2	0
16	COc1ccc(OC)c(NC(=O)CNC(=O)c2cccs2)c1	i	-7	1	1	i	2	-2	-1.0	-5	5

A different layout for part of the listing above:
12) CCc1nccn1CCC(=O)N1CCCC(N2CCN(c3ccccc3C)CC2)C1 (stereo not given)
- Rpn11 inh: i
- Scp-1 inhibitor: 4
- NadD inh: -4
- STEP inh: -4
- Neddyl block: i
- CSN deneddyl inh: -2
- SUMO1 PPI mod: 2
- LMPTP block: 1.0
- Rin1-Abl PPI inh: 1
- DNMT1 inh: 0

13) O=C(O)/C=C\c1cccc(-n2cnnn2)c1
- Rpn11 inh: i
- Scp-1 inhibitor: 3
- NadD inh: -4
- STEP inh: -6
- Neddyl block: i
- CSN deneddyl inh: -1
- SUMO1 PPI mod: -1
- LMPTP block: -2.2
- Rin1-Abl PPI inh: -1
- DNMT1 inh: 0

14) O=C1C2ON(c3ccccc3)C(c3ccccc3F)C2C(=O)N1c1ccccc1 (stereo not given)
- Rpn11 inh: i
- Scp-1 inhibitor: -16
- NadD inh: -1
- STEP inh: 0
- Neddyl block: i
- CSN deneddyl inh: 0
- SUMO1 PPI mod: 2
- LMPTP block: 1.3
- Rin1-Abl PPI inh: -1
- DNMT1 inh: -4

Remaining list, next part:
No.	molecule	Rpn11 inh	Scp-1 inhibitor	NadD inh	STEP inh	Neddyl block	CSN deneddyl inh	SUMO1 PPI mod	LMPTP block	Rin1-Abl PPI inh	DNMT1 inh
17	CN(C)C(CNC(=O)CN1C(=O)NC2(CCCC2)C1=O)c1ccccc1 (stereo not given)	i	-2	2	-3	i	-4	1	-0.7	2	3
18	N/C(=N\OC(=O)Nc1cccc(C(F)(F)F)c1)c1ccno1	i	40	-2	-2	i	7	14	-0.1	3	4
19	CC1CCC(NC(=O)c2cc3ccccc3cc2O)CC1 (stereo not given)	i	-13	3	0	i	-3	-5	2.9	3	-2
20	O=C([C@H]1O[C@@H](n2ccc(=O)[nH]c2=O)[C@H](O)[C@@H]1O)N1CCC(F)(F)CC1	i	x	-3	9	i	2	-1	-0.6	2	10
21	O=c1cc(N2CCN(c3ccccc3)CC2)[nH]c(=O)n1Cc1ccc(F)cc1	i	-9	-1	-1	i	-2	4	1.8	1	2
22	CC(=O)Nc1ccc(-c2nc3c(C)cccc3[nH]2)cc1	i	-4	-2	4	i	1	0	2.4	4	-1
23	COC(=O)c1cc(OC)c(OC)cc1NC(=S)Nc1cccc(Cl)c1	i	1	-5	3	i	-1	5	-1.5	5	1
24	CCOC(=O)Cc1csc(NC(=O)CSc2nnc(-c3ccc(OC)cc3)n2C)n1	i	-5	3	10	i	-4	1	-0.3	-5	0
25	Cc1nnc(SC(C)C(=O)Nc2ccc(Cl)cn2)n1Cc1ccccc1 (stereo not given)	i	-6	0	2	i	2	3	-0.9	1	0
26	Cn1c(=O)c(=O)n(C)c2cc([N+](=O)[O-])c([N+](=O)[O-])cc21	i	0	0	4	i	1	-36	-1.2	-5	-5
27	CC1=CC2=C(C=O)C(=O)C(C)(O)C(O)C2=CO1 (stereo not given)	i	x	-2	1	i	-10	-26	-0.8	-1	6
28	COc1ccccc1CC1CC(=O)N(c2ccccc2)C1=O (stereo not given)	i	-2	3	-1	i	-1	0	-1.1	-5	-3
29	C=CCn1c(NCc2ccco2)nc2ccccc21	i	-5	-4	-3	i	2	5	2.6	2	4
30	c1ccc(-c2nnc(CN3CCN(C(c4ccccc4)c4ccccc4)CC3)o2)cc1	i	-1	-1	0	i	3	1	-1.9	4	1
31	Cc1sc(NC(=O)c2ccccc2F)c(CN2CCCCC2)c1C	i	-4	-2	-3	i	5	3	0.1	0	1
32	Cc1cccc(N2CCN(C(=S)c3ccc4c(c3)OCO4)CC2)c1	i	-8	2	7	i	5	8	3.2	0	-1
33	CC(c1ccc(F)cc1)n1c(Cn2ncc3ccccc3c2=O)n[nH]c1=S (stereo not given)	i	-8	1	1	i	-6	-2	-5.6	1	1
34	Cc1ccc(C)c(-n2cc(CNCCCn3cccn3)c(-c3ccccc3)n2)c1	i	-5	-11	-2	i	2	2	-1.2	-1	-5
35	Cc1ccsc1C1Nc2ccccc2-c2nc3ccccc3n21 (stereo not given)	i	-3	1	0	x	1	4	2.0	-2	-2
36	CCOc1ccc(C(c2nnnn2C(C)(C)C)N2CCN(C(=O)c3ccco3)CC2)cc1 (stereo not given)	i	-3	2	0	i	2	0	-0.7	1	2
37	Cc1ccsc1C(=O)OCC(=O)N1CCN(c2ccccc2)CC1	i	2	-5	-2	i	0	-1	-2.9	4	6
38	COc1ccc(OC)c(-c2csc(NC(=O)Cc3ccc(OC)c(OC)c3)n2)c1	i	-5	0	1	i	-1	3	2.4	1	-10
39	Cc1c(C)c2ccc(OC(C)C(=O)N3CC[C@@]4(O)CCCC[C@H]4C3)cc2oc1=O (stereo not given in full)	i	1	7	-2	x	-5	-3	0.3	-3	-3
40	CCOc1ccccc1NC(=O)CNC(=O)N1CC(=O)Nc2ccccc21	i	-3	-2	-2	i	0	-2	-0.6	-1	2
41	Cc1nn(C)c(C)c1/C=C/C(=O)c1cccs1	i	-2	-5	-2	i	0	-16	-0.9	-1	-6
42	O=C(CSc1nnc(CNC(=O)c2cccs2)o1)Nc1ccc(Br)cc1	i	-8	-4	0	i	1	-6	0.0	1	2
43	COC(=O)n1c(=O)oc2ccccc21	i	-13	4	2	i	-1	-4	-0.4	2	3
44	c1ccc(CCc2nn3c(Cn4nnc5ccccc54)nnc3s2)cc1	i	9	-4	5	i	2	2	2.4	-1	-1
45	C=C(Br)Cn1c(CC(C)C)nc2ccccc21	i	-1	-3	-2	i	2	0	0.7	4	2
46	Cc1nnsc1C(=O)N1CCC(CO)(Cc2ccccc2Cl)CC1	i	-12	-5	1	i	-2	-6	-1.2	0	0
47	CCCCOC(=O)c1cccc(NC(=O)CCC(=O)O)c1	i	-2	6	5	i	-3	3	0.5	-3	1
48	CS(=O)(=O)N(CC(=O)O)c1cc(Cl)cc(Cl)c1	i	-2	0	-2	i	0	1	-0.7	-3	-1
49	COc1ccc(CNC(=O)c2sc(=O)n(Cc3ccccc3C)c2C)cc1	i	x	0	1	i	-10	17	0.2	-1	-4
50	O=C(NN1C(=O)/C(=C/c2cccc(O)c2)SC1=S)c1ccccc1O	i	-11	-1	-2	i	-5	1	2.7	5	1
51	CCn1c(/C=C2/C(=O)N(C)c3ccccc32)nc2ccccc2c1=O	i	-2	-3	-2	i	2	-16	-4.7	-5	-3
52	CCc1ccc(Nc2nnc(SCC(=O)c3c(N)n(C4CC4)c(=O)[nH]c3=O)s2)cc1	i	-1	6	1	i	-2	0	0.8	0	4
53	O=C(COc1ccccc1[N+](=O)[O-])Nc1cc(C(=O)O)cc(C(=O)O)c1	i	-5	0	4	i	-1	-11	0.1	1	-1
54	CCOc1ccc(S(=O)(=O)NCCC(=O)OCC(=O)NC(=O)c2cccn2C)cc1	i	5	2	-1	i	4	-20	0.8	-1	-7
55	COc1ccccc1-c1noc(-c2ccccc2C(=O)NCc2ccco2)n1	i	-7	-7	7	i	-3	4	0.3	2	1
56	COc1ccccc1C(=O)N1CCC(C(=O)c2ccc(F)cc2)CC1	i	2	-4	-3	i	7	-1	0.3	-1	-6
57	Cn1nnnc1SCCNCc1cc(Cl)ccc1OCc1ccccc1	i	1	-7	1	i	2	1	-0.8	0	-8
58	O=C(Nc1ccc(Cl)cc1)C1CCCC1	i	-8	0	2	i	1	1	-1.6	1	4
59	C[C@]12c3[nH]c4cc(-c5ccco5)ccc4c3CCN1C(=O)[C@@H](CC(=O)NCCC1=CCCCC1)C[C@@H]2C(=O)N1CCOCC1	i	4	3	0	x	8	-2	3.8	-1	-21
60	COc1cccc(C(C(=O)NC2CCCCC2)N(C(=O)c2ccccn2)c2cccnc2)c1 (stereo not given)	i	3	-1	0	i	-5	1	-1.2	0	-1
61	CCOc1ccc2c(c1)c1nnc(SCC(=O)N3CCCCC3C)nc1n2C (stereo not given)	i	-1	6	1	i	1	-16	0.3	0	0
62	CC(C)c1ccc(Nc2nc(CC(=O)O)cs2)cc1	i	-5	4	-3	i	4	3	1.5	-4	-17
63	NC1=NC(=Nc2ccc(Cl)cc2)c2ccccc21	i	-9	-1	3	i	5	-9	0.4	-2	-1

Screening results from PubChem.
